Assay outcomes deposited in PubChem BioAssay by several laboratories.
BoNT A protease: BoNT/A light chain protease inhibitors, primary screen, biochemical, flow cytometry, MLPCN library. multiplex microsphere protease substrate cleavage. inhibition, % at 10 µM. actives 0.17% (n = 360,000). AID 588499, 2011; also: plate controls were buffer without enzyme for full effect and enzyme alone for no effect
CCHF vOTU inh: CCHFV vOTU protease inhibitors, primary screen, biochemical, Pep-AMC substrate, fluorescence. inhibition, % at 11.5 µM. actives 0.55% (n = 370,000). AID 651958, 2012; in the data active = inhibition above about 30%; also: 0% = vehicle wells with enzyme and 100% = no enzyme wells
DUSP3 inh: VHR1 phosphatase inhibitors, primary screen, biochemical, absorbance, uHTS | Dual specificity protein phosphatase 3 (Homo sapiens), P51452 | recombinant VHR phosphatase, pNPP absorbance | inhibition, % at 13.3 µM | actives 0.52% (n = 290,000) | AID 1654, 2009; in the data active = inhibition above about 50%; also: some compounds called inactive have numbers as strong as hits
Rv3671c inh: Rv3671c serine protease inhibitors, primary screen, biochemical, fluorescence polarization, M. tuberculosis H37Rv; P9WHR9; actives 0.048% (n = 320,000); inhibition, % at 5.96 µM; in the data active = inhibition above about 38%;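 also: extracellular domain of Rv3671c used as enzyme; 0% = enzyme with DMSO and 100% = no enzyme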
PriA SSB inh: inhibitors of Klebsiella pneumoniae PriA binding to SSB C-terminal tail, primary screen, biochemical, AlphaScreen | PriA–SSB C-terminal tail interaction (Klebsiella pneumoniae) | AlphaScreen SSBct-PriA binding, biotinylated peptide | inhibition, % at 33 µM | actives 0.6% (n = 430,000) | AID 1272365, 2023; in the data active = inhibition mostly above about 37%, no sharp cut-off; inactive = mostly below about 20%;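 also: plate controls were negative control peptide for no effect and reference peptide for full effect; strong numbers were not always called active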
MazF activator: activators of E. coli MazEF toxin-antitoxin RNase, primary screen, biochemical, fluorescence, uHTS; FAM/BHQ RNA-DNA oligo cleavage fluorescence, 5 h; actives 0.32% (n = 350,000); Endoribonuclease toxin MazF (Escherichia coli (strain K12)), P0AE70; activation, % at 20 µM; in the data active = activation above about 50%
Target sequence (P0AE70 whole entry, looked up): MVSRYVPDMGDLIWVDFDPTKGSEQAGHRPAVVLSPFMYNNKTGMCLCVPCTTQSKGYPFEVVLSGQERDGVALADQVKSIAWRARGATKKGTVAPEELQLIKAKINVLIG
3CLpro inhibitor: SARS-CoV 3CLpro protease inhibitors, primary screen, biochemical, quenched FRET; recombinant SARS-CoV 3CLpro, quenched FRET peptide cleavage; inhibition, % at 6 µM; actives 0.14% (n = 290,000); AID 1706, 2009; in the data active = inhibition above about 12%
Anthrax LF inh2: Bacillus anthracis LF protease inhibitors, primary screen, biochemical, multiplex microsphere, MLPCN library; Lethal factor (Bacillus anthracis), P15917; multiplex microsphere protease cleavage assay; inhibition, % at 10 µM; actives 0.12% (n = 360,000); AID 588501, 2011; also: plate controls were buffer without enzyme for full effect and enzyme alone for no effect
Target sequence (P15917 whole entry, looked up): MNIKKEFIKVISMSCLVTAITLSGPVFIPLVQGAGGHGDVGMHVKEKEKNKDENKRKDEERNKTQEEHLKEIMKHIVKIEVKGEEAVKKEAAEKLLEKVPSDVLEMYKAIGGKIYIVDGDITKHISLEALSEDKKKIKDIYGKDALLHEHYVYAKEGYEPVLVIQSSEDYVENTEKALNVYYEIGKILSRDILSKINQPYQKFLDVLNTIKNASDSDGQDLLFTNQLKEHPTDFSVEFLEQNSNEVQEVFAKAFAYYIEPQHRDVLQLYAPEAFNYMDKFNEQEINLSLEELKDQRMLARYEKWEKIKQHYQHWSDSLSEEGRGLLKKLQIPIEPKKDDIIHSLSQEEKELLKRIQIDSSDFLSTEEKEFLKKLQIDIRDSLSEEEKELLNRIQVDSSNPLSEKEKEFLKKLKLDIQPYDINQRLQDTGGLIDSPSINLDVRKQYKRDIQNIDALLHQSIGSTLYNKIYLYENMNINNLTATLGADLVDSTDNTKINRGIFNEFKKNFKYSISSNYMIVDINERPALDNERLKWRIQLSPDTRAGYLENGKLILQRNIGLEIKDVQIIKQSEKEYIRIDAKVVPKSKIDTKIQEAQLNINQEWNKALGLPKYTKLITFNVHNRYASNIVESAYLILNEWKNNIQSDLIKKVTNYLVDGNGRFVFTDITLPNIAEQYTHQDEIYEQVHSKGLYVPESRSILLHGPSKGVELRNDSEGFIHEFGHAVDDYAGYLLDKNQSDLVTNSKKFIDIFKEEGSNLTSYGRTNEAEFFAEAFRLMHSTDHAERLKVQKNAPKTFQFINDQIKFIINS
PrPC TRFRET: inhibitors of human cell surface prion protein PrPC, primary screen, cell-based, TR-FRET; Major prion protein (Homo sapiens), P04156; TR-FRET read-out; inhibition, % at 13.8 µM; actives 0.43% (n = 370,000); AID 720596, 2013; in the data active = inhibition above about 24%; also: 0% = median of the test wells and 100% = reference compound wells
BoNT-F LC inh: BoNT/F light chain protease inhibitors, primary screen, biochemical, flow cytometry, MLPCN library; Botulinum neurotoxin type F light chain protease (Clostridium botulinum); Multiplex microsphere protease cleavage assay; inhibition, % at 10 µM; actives 0.22% (n = 360,000); AID 588497, 2011; in the data active = inhibition above about 35%, passing the limit was not always enough; inconclusive = no clear call, values can overlap the other calls; also: plate controls were buffer without enzyme for full effect and enzyme alone for no effect
* hit, by the source's call; i = inactive; u = inconclusive; x = not tested or not shown; & = joins results of further samples. Rule as the data show it, unless noted: active = inhibition above about 30%; inconclusive = no clear call, values can overlap the other calls; inactive = below that.

Value order – BoNT A protease | CCHF vOTU inh | DUSP3 inh | Rv3671c inh | PriA SSB inh | MazF activator | 3CLpro inhibitor | Anthrax LF inh2 | PrPC TRFRET | BoNT-F LC inh
- Cc1cc(NC(=NC2CC2)c2ccccc2)n(-c2ccccc2)n1
 : -1.3 | -2 | 4 | 2 | -8 | -10 | 3 | -1 | -1 | -11
- COc1ccc(Br)cc1CNCC1CCCO1 (centres undefined)
 : -1.0 | -1 | 2 | 2 | -8 | 1 | 2 | -4 | 0 | u
- Cc1c(C(=O)N(C)CCn2ccnc2C)oc2c(F)cccc12
 : -5.4 | -11 | 15 | 6 | -5 | -12 | -2 | 18 | 2 | -59
- CC(C)Sc1nnc(OC(=O)N(C)C)n1-c1ccccc1
 : 1.2 | 1 | 18 | 2 | -3 | -9 | 2 | -5 | -7 | u
- CCOc1ccc(/C(O)=C2\C(=O)C(=O)N(c3ccccn3)C2c2ccccc2F)c(C)c1 (centres undefined)
 : 0.2 | 0 | x | x | x | -6 | x | -3 | 34* | 0
- CCN(CC)c1cc2c(c3c1ccn3C)C1CCC2C1 (centres undefined)
 : 0.2 | 5 | x | x | x | x | x | -18 | -9 | -6
- CCc1cc(-c2[nH]ncc2-c2ccc([N+](=O)[O-])cc2)c(O)cc1OC
 : -1.1 | x | 21 | 3 | 18 | -3 | 2 | 10 | x | -18
- COc1ccc(Cn2c(=O)[nH]c3cc(C(=O)Nc4ccc(N5CCN(C)CC5)cc4)ccc32)cc1
 : 2.4 | -7 | -4 | 5 | 10 | 7 | -7 | -3 | 1 | 16
- Cc1ccsc1C(=O)N1CCCC1(C)C(=O)NCC(C)C (centres undefined)
 : -0.2 | 12 | x | x | x | x | x | 2 | 1 | -4
- NC(=O)CCN1CCN(CCOC2Cc3cc(Cl)ccc3Sc3ccccc32)CC1 (centres undefined)
 : -0.2 | -3 | 15 | -9 | 9 | -1 | -1 | -1 | -6 | 4
- COc1ccc(/C=C2\SC(=S)N(CCCC(=O)N3CCOCC3)C2=O)cc1OC
 : 3.8 | 11 | 26 | 0 | -2 | 2 | 2 | 10 | 4 | -4
- O=C(CN1C(=O)C2C3CC(C(Br)C3Br)C2C1=O)N1CCN(Cc2ccccc2)CC1 (centres undefined)
 : -0.4 | -11 | 2 | -1 | -2 | 0 | -2 | -1 | -2 | u
- CCOC(=O)C1(C)C=C(Nc2ccc(NC(C)=O)cc2)C(=O)N1c1ccc(NC(C)=O)cc1 (centres undefined)
 : 0.4 | -2 | 9 | 1 | -17 | 4 | 0 | -10 | 9 | -5
- O=C(CC(c1ccccc1)c1cc(Br)ccc1O)N1CCCCC1 (centres undefined)
 : -0.7 | -7 | 5 | -6 | -1 | 6 | 2 | -7 | 9 | 1
- O/N=C1\CCCc2ccccc21
 : 0.9 | 4 | 26 | -9 | x | -3 | -2 | 6 | -6 | 2
- Cc1ccc(S(=O)(=O)Cn2nnnc2C(C(C)C)N2CCN(c3nc4ccccc4s3)CC2)cc1 (centres undefined)
 : -1.0 | 7 | 4 | -1 | -8 | -8 | 9 | 0 | 2 | 4
- CN(C)CCN(C(=O)C1CCCCC1)c1nc2cc3c(cc2s1)OCO3
 : -4.2 | 9 | 0 | 8 | -1&-1 | -8 | -3 | -4 | 2 | -25
- Cc1cc(=O)oc(C)c1C(=O)NCc1ccco1
 : -0.3 | 7 | 6 | 5 | -27 | -1 | -3 | 0 | 1 | 2
- CCOc1ccc2nc(NCCNC(=O)CC)c(C#N)cc2c1
 : 2.0 | -46 | 10 | -7 | -14 | -2 | -25 | 1 | -15 | -2
- CCN(Cc1cc(=O)oc2cc(C)ccc12)c1ccccc1
 : -2.8 | 9 | 12 | x | -9 | 3 | 5 | 11 | 5 | -8
- O=C(CN1c2ccccc2Sc2ccccc21)NNC(=O)Nc1ccc(Cl)cc1
 : 0.9 | 12 | 6 | 5 | -1 | -12 | 3 | 11 | -5 | 20
- COCCCNC(=O)c1cc(Nc2ccc(OC)cc2OC)nc2ccccc12
 : -0.8 | -9 | 27 | -3 | -10 | 1 | -3 | -3 | 7 | -19
- O=C(CSc1ncn[nH]1)Nc1ccc(Br)cc1Br
 : -4.3 | -2 | x | 0 | 6 | 5 | x | -8 | 5 | -12
- Cc1cc(Br)c(S(=O)(=O)NCCN2CCOCC2)cc1C
 : 0.3 | -6 | 11 | -8 | -10 | 4 | 1 | 7 | -3 | 0
- CCNC(=O)C1CCCN1S(=O)(=O)c1ccc(C)cc1 (centres undefined)
 : -0.4 | 6 | 18 | 0 | 10 | 0 | -2 | 1 | -3 | -11
- CCOP(=O)(c1ccccc1)C1(O)CCCCC1 (centres undefined)
 : -0.7 | 1 | -8 | 2 | -15 | -6 | 4 | -1 | 5 | 1
- COc1ccc(CCNC(=O)CSc2nn(-c3ccccc3)c(=S)s2)cc1OC
 : 0.3 | -11 | 15 | -15 | -21 | 2 | 6 | -3 | 1 | 4
- Cc1occc1C(=O)Nc1ccc([N+](=O)[O-])cc1Br
 : 0.6 | -9 | -2 | 2 | 16 | -17 | 3 | -3 | -2 | 2
- COc1ccc(-n2c(C)c(C(C)=O)c3cc(OCC(N)=O)ccc32)cc1
 : -0.6 | -4 | -7 | -9 | -12 | 3 | 1 | -2 | 1 | -3
- COC(=O)c1sccc1NC(=S)OC
 : -0.9 | -2 | 27 | 8 | -17 | 5 | 2 | -9 | -11 | -9

A portion of the results above:
Value order – BoNT A protease | CCHF vOTU inh | DUSP3 inh | Rv3671c inh | PriA SSB inh | MazF activator | 3CLpro inhibitor | Anthrax LF inh2 | PrPC TRFRET | BoNT-F LC inh
- CCNC(=O)C1CCCN1S(=O)(=O)c1ccc(C)cc1 (centres undefined)
 : -0.4 | 6 | 18 | 0 | 10 | 0 | -2 | 1 | -3 | -11
- CCOP(=O)(c1ccccc1)C1(O)CCCCC1 (centres undefined)
 : -0.7 | 1 | -8 | 2 | -15 | -6 | 4 | -1 | 5 | 1
- COc1ccc(CCNC(=O)CSc2nn(-c3ccccc3)c(=S)s2)cc1OC
 : 0.3 | -11 | 15 | -15 | -21 | 2 | 6 | -3 | 1 | 4
- Cc1occc1C(=O)Nc1ccc([N+](=O)[O-])cc1Br
 : 0.6 | -9 | -2 | 2 | 16 | -17 | 3 | -3 | -2 | 2
- COc1ccc(-n2c(C)c(C(C)=O)c3cc(OCC(N)=O)ccc32)cc1
 : -0.6 | -4 | -7 | -9 | -12 | 3 | 1 | -2 | 1 | -3
- COC(=O)c1sccc1NC(=S)OC
 : -0.9 | -2 | 27 | 8 | -17 | 5 | 2 | -9 | -11 | -9

(next part)
Value order – BoNT A protease | CCHF vOTU inh | DUSP3 inh | Rv3671c inh | PriA SSB inh | MazF activator | 3CLpro inhibitor | Anthrax LF inh2 | PrPC TRFRET | BoNT-F LC inh
- C/C(=N/NC(=O)c1cccs1)c1ccc(NC(=O)COc2ccc(Cl)cc2)cc1
 : 0.4 | 10 | 1 | 3 | x | 2 | 5 | 1 | 4 | 2
- CCN(CC)CCNC(=O)c1ccc(NC(=O)C2CCN(S(=O)(=O)c3ccc4c(c3)OCCO4)CC2)cc1
 : 2.6 | -7 | x | 3 | -1 | 7 | x | -1 | -3 | 18
- Cc1cccc(N2CCN(C(=O)CCCn3c(=O)[nH]c4ccsc4c3=O)CC2C)c1 (centres undefined)
 : -1.6 | 12 | 31 | 6 | -11 | 6 | 2 | 10 | 0 | 3
- C[C@@H]1CN([C@H](C)CO)C(=O)Cc2cc(NC(=O)CCC(F)(F)F)ccc2O[C@@H]1CN(C)C(=O)NC1CCCCC1
 : -0.4 | -2 | x | 3 | -19 | -18 | x | -1 | 4 | -1
- Cc1ccccc1C(C(=O)NCc1ccccc1)N(Cc1ccco1)C(=O)c1ccccn1 (centres undefined)
 : 0.1 | 1 | -4 | 0 | 0 | 6 | 7 | -1 | 2 | 10
- OCc1nn2c(c1Br)NC(c1ccccc1)CC2C(F)(F)F (centres undefined)
 : 0.2 | 1 | -22 | 0 | 2 | -18 | -6 | 0 | 3 | -2
- CCn1c(SCC(=O)NCc2ccc(C)cc2)nnc1-c1ccncc1
 : 1.6 | -15 | 32 | 7 | -11 | 1 | 0 | -1 | 9 | 3
- Oc1ccccc1-c1n[nH]c(-c2ccccc2O)n1
 : 0.3 | 17 | x | x | -9 | 10 | x | 2 | -4 | 5
- CCCC1/C(=N/O)CC(c2ccccc2)NC1c1ccccc1 (centres undefined)
 : -0.7 | 12 | 12 | -5 | i | -4 | -3 | 0 | 9 | -2
- O=C(CC[C@H]1O[C@@H](n2ccc(=O)[nH]c2=O)[C@H](O)[C@@H]1O)N[C@H](Cc1ccccc1)C(=O)NCCCc1ccccc1
 : -0.6 | -4 | x | x | x | x | x | -3 | -7 | -7
- COc1cccc(C(=O)NCc2ccco2)c1OC
 : 0.9 | 2 | 14 | 5 | -13 | 1 | -3 | 16 | 7 | -5
- CC(=O)Nc1ccc(NC(=O)Oc2ccccc2)cc1
 : 0.1 | -8 | 18 | 7 | 9 | 6 | 0 | 1 | 0 | -4
- OC(CN1CCN(c2cccc(Cl)c2)CC1)C(c1ccccc1)c1ccccc1 (centres undefined)
 : -1.3 | 4 | x | -3 | -4 | -1 | x | -7 | -4 | -4
- Cn1c(=O)c2c(ncn2CC(=O)Nc2ccc3c(c2)OCO3)n(C)c1=O
 : 0.8 | -1 | 14 | -4 | 2 | 8 | 0 | -2 | 3 | -6
- O=C(CN1C(=O)c2cccnc2Oc2ccc(Cl)cc21)NCCCc1ccccc1
 : -4.8 | 11 | -14 | 4 | 10 | -3 | 2 | 0 | 6 | -8
- COc1ccccc1CN1CCCC(CNC(=O)c2cccc3ccccc23)C1 (centres undefined)
 : -2.4 | -14 | 22 | 2 | -11 | 11 | 5 | -8 | -8 | u
- COc1ccc(C)cc1S(=O)(=O)N(CC(=O)O)c1ccccc1
 : -0.2 | 6 | 11 | -2 | -14 | 4 | 0 | -2 | -6 | -2
- CC12CCC(C(=O)NCCc3ccccc3)(OC1=O)C2(C)C (centres undefined)
 : 0.3 | -3 | 3 | 1 | -12 | 5 | 6 | -2 | 4 | 0
- COc1ccc(N(CC(=O)NC2CCCCC2)C(=O)CNC(=O)c2ccco2)c(OC)c1
 : 0.4 | 1 | 20 | -5 | -3 | 2 | 0 | 8 | 1 | -4
- Cc1ccc(NC(=S)NCc2ccc3c(c2)OCO3)c(C)c1
 : 0.3 | 10 | 3 | -4 | 1 | -2 | 1 | 3 | 0 | -6
- COC(=O)c1sccc1NC(=O)CSc1ccccc1NS(=O)(=O)c1ccc(Br)cc1
 : 0.9 | 14 | -4 | -16 | -1 | 3 | 4 | 1 | 14 | -1

Not all compounds are listed; the hit share may differ from the screen's.
